# Compound activity deposited in PubChem by National Center for Advancing Translational Sciences (NCATS).
# A-T KAP1 phos = potential ataxia-telangiectasia treatments restoring KAP-1 phosphorylation; […] A-T fibroblasts, KAP-1 phosphorylation AlphaLISA; neocarzinostatin DNA damage 30 min before lysis; Potency, µM (titrated, usually from 57.5 µM), without a hit: at the top dose activation, most hits filed as activators; hit rate 0.19% among 320,000; further: potency means the concentration at half of the fitted maximal effect; % of control where 0% means no effect; nearly all actives have a fitted effect of over 45% in size
#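 hTERT-immortalized A-T patient fibroblasts ([…]), 500 cells/well in OPTI-MEM, 1% FBS, got compounds for 60 min, then NCS for 30 min at 37C. Lysates were then assayed for phospho-KAP-1 by AlphaLISA (anti-pKAP1 donor, anti-KAP1 acceptor beads), 6 hr at 25C.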
# KCNH2 WT inh = KCNH2 (human, wildtype) channel inhibition; hit rate 0.37% among 340,000; U2OS, BacMam KCNH2, thallium flux FluxOr; active compounds read low; AID 720551; activity change, % at 1.84 µM;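 active means maximum activity change below -70%; inconclusive means maximum activity change between -70% and -50%; inactive means maximum activity change above -50%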; further: on the % scale 0 is the no-effect control and ±100 the full control effect
#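 U2OS cells were transduced with wild-type KCNH2 virus (2.03 x 10^8 / mL) for 4 h at room temperature, then cultured overnight at 37 C. Thallium flux was read with FluxOr dye. Rate constants were normalized to DMSO controls.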
# FBPA coupling cs = coupling enzyme interference in Giardia aldolase counter-screen; AID 2472; activity change, negative = inhibition, % at 58.2 µM, hits read low; coupling enzyme system counterscreen, AmpLite Red fluorescence; hit rate 0.67% among 290,000; in the data active means activity change below about -30%; further: on the % scale 0 is the no-effect control and ±100 the full control effect
#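 Counterscreen lacking aldolase: glyceraldehyde-3-phosphate coupling-enzyme reagent preincubated 10 min at RT with compound (at 57.5 uM final), then substrate/coupling system with AmpLite Red added; fluorescence read at 525/598 nm after 20 min RT.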
# MLL CXXC-DNA inh = MLL CXXC-DNA interaction inhibition | MLL-CXXC / FITC-HOXA9 DNA fluorescence polarization | Q03164 | hit rate 0.037% among 290,000 | Potency, µM (top dose mostly 115 µM), inactives show at the highest dose activity change, negative = inhibition, actives largely listed as inhibitors; active means well fitted inhibition curve with a large enough effect in the polarisation, with a control signal flat, not every such curve was filed as active; inconclusive means small, poorly fitted or top-dose-only effect, or effect the other way, or a change in a side signal; inactive means no such curve, though single readings can be large or run the other way; the % refers to the polarisation; further: potency means the concentration at half of the fitted maximal effect
#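 Purified MLL-CXXC (added from a 7 uM solution) was preincubated 5 min at ambient with pinned compounds in 50 mM Tris-HCl pH 7.5, 50 mM NaCl, 1 mM DTT, 0.05% BSA. Fluorescein-labeled HOX-A9 DNA (50 nM solution) followed, 30 min, then polarization read.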
# TRPV1 agonist = human TRPV1 agonism | AID 540275 | Q8NER1 | TRPV1-expressing cells, Fluo-8 calcium influx, agonist mode | activation, % at 8.33 µM | hit rate 0.19% among 320,000; in the data active means activation above about 80%; inconclusive means between about 30% and that limit; further: 0% is about no effect
#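 Cells expressing TRPV1 were dye-loaded with Fluo-8 and read kinetically: 10 s baseline, 3 min after compound (agonist portion), then 2 min after EC20 capsaicin (allosteric enhancer portion). Calcium-bound dye fluorescence at 480/520 nm.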
# MBNL1 CUG block = MBNL1-poly(CUG) RNA binding inhibition | Q9NR56 | TR-FRET MBNL1-His/biotin-(CUG)12 binding, 665/545 ratio | Potency, µM (series often up to 57.5 µM), without a hit: top-dose activity change, negative = inhibition, hits mostly inhibitors | hit rate 0.036% among 280,000; active means well fitted inhibition curve with a large enough effect in the signal ratio, with a control signal flat, not every such curve was filed as active; inconclusive means small, poorly fitted or top-dose-only effect, or effect the other way, or a change in a side signal; inactive means no such curve, though single readings can be large or run the other way; the % refers to the signal ratio; further: potency means the concentration at half of the fitted maximal effect; on the % scale 0 is the no-effect control and ±100 the full control effect
#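 TR-FRET between His-tagged MBNL1 and biotin-(CUG)12 RNA, detected with Tb anti-His antibody (0.055 ng/ul) and streptavidin-XL665 (5 nM), 60 min at room temperature. Compounds titrated 92 nM to 58 uM; 665/545 nm ratio normalized to buffer and complex controls.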
# S-ASM inh = human S-ASM enzyme inhibition; P17405; placental ASM, HMU-PC fluorogenic substrate, 60 min; Potency, µM (series often up to 57.5 µM), without a hit: top-dose activity change, negative = inhibition, usual class: inhibitors; hit rate 0.006% among 340,000; AID 504937; further: potency means the concentration at half of the fitted maximal effect
# Target sequence (P17405 47-631 limits assumed): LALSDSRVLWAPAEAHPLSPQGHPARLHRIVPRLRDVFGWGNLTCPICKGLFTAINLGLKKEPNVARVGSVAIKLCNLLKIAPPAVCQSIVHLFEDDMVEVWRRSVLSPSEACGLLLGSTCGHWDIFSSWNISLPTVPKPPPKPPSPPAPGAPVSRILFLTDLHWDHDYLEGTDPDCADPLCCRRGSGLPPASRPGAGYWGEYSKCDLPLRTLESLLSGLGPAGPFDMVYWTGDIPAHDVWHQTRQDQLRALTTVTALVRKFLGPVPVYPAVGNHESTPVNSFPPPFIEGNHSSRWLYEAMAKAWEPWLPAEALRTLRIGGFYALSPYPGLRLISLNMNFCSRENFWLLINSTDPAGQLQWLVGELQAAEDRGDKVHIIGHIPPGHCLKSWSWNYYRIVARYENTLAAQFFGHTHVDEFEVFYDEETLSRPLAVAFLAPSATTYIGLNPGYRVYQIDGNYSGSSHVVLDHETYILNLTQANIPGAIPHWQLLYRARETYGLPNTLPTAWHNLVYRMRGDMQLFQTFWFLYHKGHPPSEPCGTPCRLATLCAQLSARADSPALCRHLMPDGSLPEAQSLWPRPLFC
#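 Fluorogenic HMU-PC substrate (9 uM final) is turned over by placental ASM in 60 min at 37 C after a 10 min compound preincubation. Reaction ended by alkaline stop (pH 10), with fluorescence read at 386/447 nm.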
# Integrin act MD = integrin-mediated muscular dystrophy alleviation activation; alpha7betagal myoblasts, beta-gal FDG fluorescence, 48 h; Potency, µM (series often up to 38.3 µM), without a hit: top-dose activation, usual class: activators; hit rate 0.064% among 350,000;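 further: potency means the concentration at half of the fitted maximal effect; 100% = response of the positive control SU9516; nearly all actives have a fitted effect of over 60% in size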
#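 alpha7betagal+/- myoblasts (passage 13, 250/well) treated 48 h at 37C with compounds at 1:260 dilution of DMSO stock. Lysed, then beta-galactosidase activity read as FDG fluorescence (ex 480/em 540) after 30 min, with pre-read for autofluorescence.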
# KCNH2 3.1 block = blocks the human KCNH2 3.1 channel isoform. U2OS KCNH2 3.1, thallium flux FluxOr; active compounds read low. activity change, % (tested at about 1.8 µM). hit rate 0.95% among 340,000. AID 720553;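 active means maximum activity change below -70%; inconclusive means maximum activity change from -70% to -50%; inactive means maximum activity change above -50%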;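 further: thallium influx rate constant from kinetic fluorescence after stimulation buffer; on the % scale 0 is the no-effect control and ±100 the full control effect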
#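 Thallium flux via FluxOr fluorescence (Red40 quencher, 45 min loading) in U2OS cells virally expressing the KCNH2 3.1 isoform (1.77 x 10^8 /mL virus, overnight at 37 C). Rate constants from 2-min kinetic reads post-stimulation, normalised to positive and negative controls.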
# GALK inh = inhibitors of human galactokinase; Purified GALK, Kinase-Glo residual ATP luminescence; Potency, µM (doses to about 57.5 µM), inactives show top-dose activity change, negative = inhibition, usual class: inhibitors; hit rate 0.007% among 270,000; AID 1868; further: potency means the concentration at half of the fitted maximal effect; on the % scale 0 is the no-effect control and ±100 the full control effect
# Target sequence (P51570 whole entry, looked up): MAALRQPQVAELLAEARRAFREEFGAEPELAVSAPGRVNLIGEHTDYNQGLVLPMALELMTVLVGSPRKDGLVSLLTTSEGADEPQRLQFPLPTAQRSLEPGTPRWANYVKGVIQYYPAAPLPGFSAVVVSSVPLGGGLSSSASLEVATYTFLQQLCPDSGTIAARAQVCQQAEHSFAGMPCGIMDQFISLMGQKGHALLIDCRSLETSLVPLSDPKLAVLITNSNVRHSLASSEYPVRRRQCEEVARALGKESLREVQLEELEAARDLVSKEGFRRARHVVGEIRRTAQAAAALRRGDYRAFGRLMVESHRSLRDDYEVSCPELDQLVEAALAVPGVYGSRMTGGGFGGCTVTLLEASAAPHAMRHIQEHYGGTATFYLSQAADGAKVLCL
#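 5 nM enzyme, 35 uM ATP, 100 uM galactose, 20 mM HEPES pH8.0, 5 mM MgCl2; 1 h RT; residual ATP by Kinase-Glo Plus luminescence, qHTS format.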
# Active calls of the source: *; i = inactive; ? = inconclusive; / = no result given; [ ] = another dose, or the depositor's remark. Unless noted, the call rests on the fitted dose curve; in most records, active means well fitted curve in the direction sought with a large enough effect; inconclusive means small, poorly fitted or top-dose-only effect, or another doubt; inactive means no such curve, though single readings can be large; an effect the other way counts as inactive or inconclusive.
entry | Compound | MLL CXXC-DNA inh | KCNH2 3.1 block | GALK inh | S-ASM inh | Integrin act MD | FBPA coupling cs | TRPV1 agonist | MBNL1 CUG block | A-T KAP1 phos | KCNH2 WT inh
1 | CCN=C1SC(CC(=O)NCc2ccccc2)C(=O)N1CC (stereo not given) | 0% | 18 | 0% | 8% | 14% | -2 | 4 | 5% | 4% | 8
2 | COc1ccc(NC(=O)N(C)C[C@H]2Oc3c(NC(=O)Nc4ccc(C(F)(F)F)cc4)cccc3C(=O)N([C@H](C)CO)C[C@@H]2C)cc1 | / | 15 | / | ? | -38% | / | / | / | -4% | /
3 | COc1ccc(N2CCN(S(=O)(=O)c3c(C)nc4scc(C)n4c3=O)CC2)cc1 | -2% | -17 | 6% | -5% | ? | / | -2 | -4% | -4% | -4
4 | O=C(CSc1nc2c(c(=O)n1-c1ccc(Cl)cc1)SCC2)Nc1ccc2c(c1)OCCO2 | 23% | 20 | 1% | -1% | 9% | -2 | -1 | 5% | 9% | 26
5 | Cc1ccc(S(=O)(=O)N(C)CC(=O)N2CCCc3ccccc32)cc1 | -7% | -3 | 2% | 4% | 13% | 0 | 0 | 3% | / | 0
6 | COc1ccc(Cl)cc1N1C(=O)CN(Cc2cc(OC)c(OC)c(OC)c2)C1=S | 4% | -1 | -1% | 2% | -24% | -2 | 2 | 5% | 0% | -2
7 | COc1ccccc1N1CCN(S(=O)(=O)c2ccc3c(c2)oc(=O)n3C)CC1 | 5% | -2 | 6% | -2% | 0% | -1 | 0 | -4% | -1% | 4
8 | COc1ccc(S(=O)(=O)NCC2CCCO2)cc1NC(=O)c1ccccc1 (stereo not given) | -1% | 8 | -8% | -1% | 3% | / | -2 | 1% | -3% | 9
9 | O=C(CNC(=O)c1ccc(Br)cc1)NCc1cccnc1 | -7% | -3 | 2% | -3% | -6% | 3 | -2 | -3% | -4% | 1
10 | CCOc1ccc2[nH]cc(C(=O)O)c(=O)c2c1 | 0% | -6 | 1% | 1% | -6% | 3 | 4 | -6% | -7% | 7
11 | COc1ccc(/C=N/Nc2nncc3ccccc23)cc1 | i | / | 12% | -2% | 6% | -1 | 4 | 4% | -1% | 1
12 | COCCn1nnnc1C(c1ccccc1OC)N1CCc2ccccc2C1 (stereo not given) | / | -1 | / | -1% | -28% | / | / | / | / | 14
13 | CN(C)c1cc(-c2ccc(Br)cc2)oc(=O)c1Cl | -5% | 0 | 5% | -2% | -13% | -2 | ? | ? | -9% | 4
14 | COc1ccccc1CNC(=O)COC(=O)c1cccnc1SCC(=O)NCc1ccccc1OC | 15% | 1 | 6% | 1% | 0% | 1 | 4 | -4% | 5% | 43
15 | Cc1nn(-c2ccccc2)c(C)c1NC(=O)COC(=O)CCc1ccccc1 | / | -5 | / | 1% | 0% | / | / | / | / | -1
16 | COC(=O)CC1(C(=O)OC)Oc2ccc(Br)cc2C(=O)N1c1cc(Cl)cc(Cl)c1 (stereo not given) | -24% | 1 | 7% | -1% | -4% | 1 | 11 | -5% | -2% | 1
17 | COc1ccc(-c2csc3ncn(-c4ccccc4OC)c(=O)c23)cc1OC | 0% | -3 | 0% | 1% | 23% | -2 | 3 | 10% | 2% | -5
18 | CC(C)(C)NC(=O)NC(=O)CN1CCN(c2ccccc2)CC1 | 0% | 8 | -3% | 4% | -30% | 1 | 1 | -4% | -3% | 1
19 | O=C(CCCC(=O)N(CC(=O)NC1CCCCC1)CC1CCCO1)Nc1ccccn1 (stereo not given) | -3% | -1 | 0% | 0% | 25% | 0 | 2 | 4% | -3% | -2
20 | CCOC(=O)C1(Cc2ccccc2)CCCN(Cc2cccc(C(C)=O)c2)C1 (stereo not given) | 15% | 3 | -2% | -2% | -4% | 0 | 22 | 0% | 4%[11.5 µM] | -6
21 | COc1cc(OC)cc(C(=O)N(CN2CCCC2=O)c2ccccc2OC)c1 | -4% | -10 | 5% | 3% | -12% | 3 | 6 | 6% | 5% | -1
22 | O=C(CCN1C(=O)c2ccccc2S1(=O)=O)Nc1ccc(F)cc1F | 2% | 0 | -8% | 5% | 0% | 2 | -4 | -8% | -3% | -6
23 | CCOC(=O)C(O)(CCC(O)(C(=O)OCC)C(=O)OCC)C(=O)OCC | -3% | -27 | 1% | -2% | 2% | 2 | / | -9% | 20% | -9
24 | O=C(NCc1ccccn1)c1ccc2c(c1)N(Cc1ccccc1)CCS2 | -4% | 3 | 3% | 480%[activator] | 2% | 0 | ? | 6% | -27% | 2
25 | COc1cc(/C=N/NC(=O)NC23CC4CC(CC(C4)C2)C3)ccc1OCC(N)=O | 35%[activator] | 2 | 0% | -1% | 16% | 1 | 1 | 8% | -3% | 4
26 | CCC(C)Sc1ccc([C@H]2N[C@@](Cc3ccccc3)(C(=O)OC)[C@H]3C(=O)N(CC)C(=O)[C@@H]23)cc1OC (stereo not given in full) | / | 7 | / | -11% | 1% | / | -2 | / | 24% | 8
27 | O=C(c1ccc(Cn2ccc([N+](=O)[O-])n2)cc1)N1CCN(Cc2ccccc2)CC1 | 2% | 1 | 5% | 0% | -18% | 1 | 4 | 15% | 4% | 6
28 | O=C(Cc1ccc(Cl)cc1)c1c[nH]c(C(=O)NCc2cccnc2)c1 | -3% | 1 | -1% | 3% | 20% | 3 | -3 | 5% | -3% | -9
29 | Cc1cccc(C)c1NC(=O)COc1ccccc1C(=O)Nc1ccc(Br)cn1 | 9% | -5 | 2% | -2% | -8% | 0 | 1 | ? | -6% | -8
30 | Cc1c(/C=N/n2cnnc2)c2ccccc2n1CCOc1ccccc1 | 4% | 4 | -2% | ? | -23% | 1 | 2 | 1% | -5% | -24
31 | CC(C)N(Cc1ccccc1)C(=O)c1ccc2c(c1)OCO2 | 3% | -4 | 6% | 7% | -6% | / | 3 | -3% | 16% | 17
32 | COc1ccc(CN(C)C(=O)Cn2cnc(C(=O)Nc3ccc(C)c(C)c3)n2)cc1OC | / | -8 | / | 4% | -13% | / | / | / | 30% | -6
33 | C=CCn1c(SCC(=O)c2c(N)n(CCC)c(=O)n(C)c2=O)nc2sc(CC)cc2c1=O | 15% | -2 | -3% | 5% | 10% | 4 | 25 | -1% | -3% | -7
34 | O=C(NCCc1ccccc1)C1(S(=O)(=O)c2ccc(Cl)cc2)CC1 | 1% | 12 | 0% | 2% | -26% | 1 | 6 | -9% | 0% | 8
35 | Cn1cc(C(=O)N2CCCC(Nc3ccc(F)cc3)C2)c2ccccc21 (stereo not given) | 3% | -7 | 0% | -7% | ? | / | ? | -1% | 4% | -6
36 | Cc1ccc(OCC(=O)N2CCOCC2)cc1C | 0% | 24 | -1% | -2% | -29% | 8 | ? | / | -3% | 4
37 | CCOC(=O)C(C(=O)N1CCOCC1)C1CCCCC1 (stereo not given) | -4% | 3 | -1% | -3% | 3% | 6 | 0 | -11% | 13% | 3
38 | O=C(NCc1ccco1)c1cc2ccccc2o1 | -21% | -2 | 3% | 1% | 4% | 1 | 3 | 0% | 10% | 1

# Some of these compounds in order of number of heavy atoms, low to high:
entry | Compound | MLL CXXC-DNA inh | KCNH2 3.1 block | GALK inh | S-ASM inh | Integrin act MD | FBPA coupling cs | TRPV1 agonist | MBNL1 CUG block | A-T KAP1 phos | KCNH2 WT inh
37 | CCOC(=O)C(C(=O)N1CCOCC1)C1CCCCC1 (stereo not given) | -4% | 3 | -1% | -3% | 3% | 6 | 0 | -11% | 13% | 3
35 | Cn1cc(C(=O)N2CCCC(Nc3ccc(F)cc3)C2)c2ccccc21 (stereo not given) | 3% | -7 | 0% | -7% | ? | / | ? | -1% | 4% | -6
27 | O=C(c1ccc(Cn2ccc([N+](=O)[O-])n2)cc1)N1CCN(Cc2ccccc2)CC1 | 2% | 1 | 5% | 0% | -18% | 1 | 4 | 15% | 4% | 6
32 | COc1ccc(CN(C)C(=O)Cn2cnc(C(=O)Nc3ccc(C)c(C)c3)n2)cc1OC | / | -8 | / | 4% | -13% | / | / | / | 30% | -6
26 | CCC(C)Sc1ccc([C@H]2N[C@@](Cc3ccccc3)(C(=O)OC)[C@H]3C(=O)N(CC)C(=O)[C@@H]23)cc1OC (stereo not given in full) | / | 7 | / | -11% | 1% | / | -2 | / | 24% | 8
